Source: PubChem (several laboratories)
HRas wt GTP: modulators of GTP binding to HRas wildtype, primary screen, biochemical, bead-based flow cytometry, multiplex. hit rate 0.14% among 190,000. GTP binding activity, % at 10 µM. GST-Ras wt beads, Bodipy-FL-GTP binding; actives lie on both sides;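 active = GTP binding activity at least 20% away from the 100% baseline, either lowered as inhibitor or raised as activator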;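 also: 0% = unlabeled GTP competition control and 100% = no-compound control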
Rac1 mut GTP: GTP binding modulators of activated mutant Rac1, primary screen, biochemical, bead-based flow cytometry, multiplex, fluorescent GTP; hit rate 0.11% among 190,000; GST-Rac1 activated beads; actives lie on both sides; 100% means binding = to untreated wells; percent activity (GTP binding), % at 10 µM; AID 764, 2007; Ras-related C3 botulinum toxin substrate 1 (Homo sapiens), P63000;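 active = GTP binding at least 20 percentage points away from the 100% baseline, in either direction, so actives lie on both sides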
Pf gametocyte: late stage P. falciparum gametocyte viability inhibitors, primary screen, ATP luminescence, HTS; inhibition, % at 10.9 µM; AID 743093, 2013; hit rate 0.065% among 150,000; P. falciparum stage V gametocytes, 24 h;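 active = inhibition above the mean plus 3 SD of compounds within the control limits, set per campaign, cut at about 38% in these data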;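 also: 0% = DMSO wells and 100% = medium only without gametocytes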
ABCG2 inh: ABCG2 efflux pump inhibitors, primary screen, multiplex with ABCB1, IgMXP3 cells, flow cytometry; JC-1 efflux; hit rate 0.1% among 190,000; inhibition, % at 6.6 µM; Broad substrate specificity ATP-binding cassette transporter ABCG2 (Homo sapiens), Q9UNQ0;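 active = inhibition above 80%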;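 also: 0% = DMSO and 100% = nicardipine control wells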
Target sequence (Q9UNQ0 whole entry, looked up): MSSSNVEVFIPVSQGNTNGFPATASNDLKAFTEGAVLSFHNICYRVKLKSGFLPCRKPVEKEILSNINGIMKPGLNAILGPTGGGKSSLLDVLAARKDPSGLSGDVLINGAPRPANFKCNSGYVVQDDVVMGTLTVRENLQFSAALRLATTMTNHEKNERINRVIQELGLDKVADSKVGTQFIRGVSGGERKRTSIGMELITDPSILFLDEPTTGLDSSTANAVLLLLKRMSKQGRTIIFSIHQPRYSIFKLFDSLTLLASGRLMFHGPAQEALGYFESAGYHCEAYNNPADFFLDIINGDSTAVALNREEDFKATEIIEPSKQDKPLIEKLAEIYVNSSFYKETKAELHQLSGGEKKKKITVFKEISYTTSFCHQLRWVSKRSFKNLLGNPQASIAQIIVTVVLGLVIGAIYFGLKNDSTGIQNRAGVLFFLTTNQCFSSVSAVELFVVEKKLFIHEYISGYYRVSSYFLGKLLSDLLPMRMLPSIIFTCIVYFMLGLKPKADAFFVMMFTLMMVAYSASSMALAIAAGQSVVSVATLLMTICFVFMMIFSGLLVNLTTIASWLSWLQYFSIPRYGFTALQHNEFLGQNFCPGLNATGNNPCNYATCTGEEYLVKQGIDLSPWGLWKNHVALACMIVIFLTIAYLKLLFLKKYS
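Test system: IgMXP3 (ABCG2) plus far-red-tagged CCRF-Adr (ABCB1) cells / Amount: 3 million cells/mL in well / Reagent: JC-1 transporter substrate / Timing: 10 min compound exposure, 25 °C / Signal: flow cytometry, 530 nm JC-1 signal / Read-out: percent efflux inhibition, scaled nicardipine 100% to DMSO 0% / Benchmarks: nicardipine as high control, DMSO as low control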
Rab7 wt modul: modulators of GTP binding to Rab7, primary screen, biochemical, wildtype, multiplex bead flow cytometry. GTP binding activity (percent of control), % at 10 µM. Rab7 GTPase wild type (dog), Bodipy-FL-GTP binding. GST-Rab7 beads, fluorescent GTP binding; actives lie on both sides; untreated = 100%, excess cold GTP = 0%. hit rate 0.055% among 190,000;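 active = fluorescent GTP binding to Rab7 beads changed by at least 20 points from the 100% baseline, either direction, mostly lower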;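 also: median green fluorescence of bound Bodipy-FL-GTP per Rab7 bead population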
Avidin fluor: green autofluorescence of compounds with avidin beads – biophysical, 488/530 nm, flow cytometry, artefact control, profiling panel | compound fluorescence 488/530 nm; active compounds read high | fluorescence (KMESF) at 10 µM | hit rate 0.38% among 220,000 | AID 1775, 2009; in the data active = fluorescence above about 47; also: inactives centre near 10
Rab2A wt mod: modulators of GTP binding to Rab2A wildtype, primary screen, biochemical, dog, bead-based flow cytometry, multiplex. hit rate 0.19% among 190,000. GST-Rab2 wt beads, Bodipy-GTP binding. GTP binding activity, % at 10 µM. Ras-related protein Rab-2A (Canis lupus familiaris), P61105;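 active = GTP binding activity at least 20 points away from 100%, either lowered or raised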;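 also: 0% = beads with excess unlabeled GTP and 100% = no-compound control corrected for plate trend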
Cdc42 wt GTP: modulators of GTP binding to wildtype Cdc42, primary screen, biochemical, multiplex bead flow cytometry, Bodipy-GTP | Cell division control protein 42 homolog (Homo sapiens), P60953 | GST-Cdc42 beads; actives lie on both sides | percent activity (GTP binding), % at 10 µM | hit rate 0.2% among 190,000;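 active = percent activity GTP binding at least 20 points away from the 100% baseline, either down as inhibitor or up as activator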;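 also: median bead fluorescence of bound Bodipy-FL-GTP at 100 nM; 0% = excess unlabeled GTP control and 100% = no compound control; below 100% means less GTP binding so inhibitor and above means activator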
ABCB1 inh: ABCB1 efflux pump inhibitors, primary screen, cell-based, multiplex, flow cytometry, ABCG2 counter-screen | ATP-dependent translocase ABCB1 (Homo sapiens), P08183 | inhibition, % at 6.6 µM | hit rate 0.067% among 190,000 | CCRF-Adr cells, JC-1 efflux; in the data active = inhibition above about 40%;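 also: 0% = vehicle and 100% = reference inhibitor; higher value means more JC-1 retained so stronger ABCB1 efflux block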
Rac1 wt modul: wildtype Rac1 GTP binding modulators, primary screen, biochemical, GST-Rac1 beads, flow cytometry, multiplex. AID 757, 2007. GTP binding activity (% of control), % at 10 µM. Ras-related C3 botulinum toxin substrate 1 (Homo sapiens), P63000. fluorescent GTP binding; actives lie on both sides; 0 = cold GTP competed, 100 = untreated. hit rate 0.27% among 190,000;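 active = GTP binding activity at least 20 points away from the 100% control level, either lower or higher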
Mcl1 Noxa PPI: Mcl-1/Noxa binding inhibitors, primary screen, biochemical, TR-FRET, 1536-well | Induced myeloid leukemia cell differentiation protein Mcl-1 (Homo sapiens), Q07820 | TR-FRET Mcl-1/Noxa peptide binding, 2 h | inhibition, % at 21.7 µM | hit rate 1.5% among 220,000;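 active = compounds that cut the protein-peptide binding signal by more than 50% relative to plate controls in a single-dose test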;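 also: His-tagged Mcl-1 with rhodamine Noxa BH3 peptide and terbium anti-His antibody; 0% = Mcl-1 plus Noxa peptide wells and 100% = peptide-only wells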
Target sequence (Q07820 whole entry, looked up): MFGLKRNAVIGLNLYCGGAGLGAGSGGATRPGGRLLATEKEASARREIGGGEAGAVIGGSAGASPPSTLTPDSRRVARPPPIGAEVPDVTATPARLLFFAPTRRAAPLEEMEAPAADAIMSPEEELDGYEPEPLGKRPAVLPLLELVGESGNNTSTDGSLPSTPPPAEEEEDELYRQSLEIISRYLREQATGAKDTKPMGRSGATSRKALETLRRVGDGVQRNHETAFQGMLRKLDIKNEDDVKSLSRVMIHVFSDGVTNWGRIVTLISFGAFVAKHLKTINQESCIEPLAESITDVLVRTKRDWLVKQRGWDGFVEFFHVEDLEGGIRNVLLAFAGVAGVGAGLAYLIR
An asterisk follows results filed as active. Rows were taken by chance; 2.3% or so of the library scored in one or more.

How did O=C(CN1CCN(Cc2ccccc2)CC1)NC(=O)NC1CCCCC1 do in these assays?
HRas wt GTP: 100.0; Rac1 mut GTP: 99.0; Pf gametocyte: 2.8; ABCG2 inh: 6.6; Rab7 wt modul: 98.0; Avidin fluor: 28; Rab2A wt mod: 99.0; Cdc42 wt GTP: 101.0; ABCB1 inh: 1.1; Rac1 wt modul: 104.0; Mcl1 Noxa PPI: 3.9

How did COCc1[nH][nH]c(=O)c1C=NCC(=O)OC do in these assays?
HRas wt GTP: 102.0; Rac1 mut GTP: 97.0; Pf gametocyte: -25.1; ABCG2 inh: 1.6; Rab7 wt modul: 104.0; Avidin fluor: 11; Rab2A wt mod: 98.0; Cdc42 wt GTP: 97.0; ABCB1 inh: 1.8; Rac1 wt modul: 102.0; Mcl1 Noxa PPI: 10.9

Results for Nc1ccc(Oc2cccc(Oc3ccc(N)cc3)c2)cc1 ?
HRas wt GTP: 98.0; Rac1 mut GTP: 95.0; Pf gametocyte: -3.7; ABCG2 inh: -2.2; Rab7 wt modul: 100.0; Avidin fluor: 10; Rab2A wt mod: 96.0; Cdc42 wt GTP: 97.0; ABCB1 inh: -0.8; Rac1 wt modul: 98.0; Mcl1 Noxa PPI: 14.9

What do the screens show for `CCCNS(=O)(=O)c1cccc2cccnc12`?
HRas wt GTP: 105.0; Rac1 mut GTP: 100.0; ABCG2 inh: -2.3; Rab7 wt modul: 104.0; Avidin fluor: 8; Rab2A wt mod: 102.0; Cdc42 wt GTP: 105.0; ABCB1 inh: -1.6; Rac1 wt modul: 106.0; Mcl1 Noxa PPI: 16.8

What do the screens show for `CCOC(=O)c1sc(=S)n(C)c1C`?
HRas wt GTP: 104.0; Rac1 mut GTP: 101.0; ABCG2 inh: 3.4; Rab7 wt modul: 105.0; Avidin fluor: 11; Rab2A wt mod: 103.0; Cdc42 wt GTP: 105.0; ABCB1 inh: 0.3; Rac1 wt modul: 105.0; Mcl1 Noxa PPI: 2.6

What do the screens show for `O=C(COC(=O)CCC1CCCC1)Nc1ccc(Cl)cc1F`?
HRas wt GTP: 95.0; Rac1 mut GTP: 94.0; Pf gametocyte: 7.7; ABCG2 inh: 5.9; Rab7 wt modul: 96.0; Avidin fluor: 13; Rab2A wt mod: 93.0; Cdc42 wt GTP: 96.0; ABCB1 inh: 0.5; Rac1 wt modul: 96.0; Mcl1 Noxa PPI: 8.8

Results for CCC(C)N1CC(O)=C(c2nc3ccccc3[nH]2)C1=N (centres undefined) ?
HRas wt GTP: 102.0; Rac1 mut GTP: 99.0; Pf gametocyte: 7.8; ABCG2 inh: 37.3; Rab7 wt modul: 102.0; Avidin fluor: 33; Rab2A wt mod: 102.0; Cdc42 wt GTP: 104.0; ABCB1 inh: 0.8; Rac1 wt modul: 109.0; Mcl1 Noxa PPI: 8.9

What do the screens show for `COc1ccc(/C=N/NC(=O)c2cc(-c3cccnc3)nc3ccccc23)c(OC)c1`?
HRas wt GTP: 97.0; Rac1 mut GTP: 94.0; Pf gametocyte: 26.2; ABCG2 inh: 11.9; Rab7 wt modul: 105.0; Avidin fluor: 21; Rab2A wt mod: 98.0; Cdc42 wt GTP: 95.0; ABCB1 inh: 5.7; Rac1 wt modul: 92.0; Mcl1 Noxa PPI: 8.2

How did CCOC(=O)c1cc(CC)sc1NC(=O)c1cc([N+](=O)[O-])ccc1N1CCOCC1 do in these assays?
HRas wt GTP: 100.0; Rac1 mut GTP: 101.0; Pf gametocyte: -2.3; ABCG2 inh: 10.3; Rab7 wt modul: 102.0; Avidin fluor: 15; Rab2A wt mod: 101.0; Cdc42 wt GTP: 98.0; ABCB1 inh: 1.8; Rac1 wt modul: 103.0; Mcl1 Noxa PPI: -1.0

What do the screens show for `C/C(Cl)=C/Cc1c(C)[nH]c2ccc(C)cc2c1=O`?
HRas wt GTP: 95.0; Rac1 mut GTP: 95.0; Pf gametocyte: -57.5; ABCG2 inh: 5.1; Rab7 wt modul: 97.0; Avidin fluor: 14; Rab2A wt mod: 95.0; Cdc42 wt GTP: 95.0; ABCB1 inh: 0.4; Rac1 wt modul: 92.0; Mcl1 Noxa PPI: 10.4

Results for O=C(O)c1cccc(NC(=S)N/N=C/c2ccccc2OCc2cccc(Br)c2)c1 ?
HRas wt GTP: 91.0; Rac1 mut GTP: 95.0; ABCG2 inh: -2.0; Rab7 wt modul: 92.0; Avidin fluor: 16; Rab2A wt mod: 93.0; Cdc42 wt GTP: 95.0; ABCB1 inh: -0.9; Rac1 wt modul: 95.0; Mcl1 Noxa PPI: 55.8*

What do the screens show for `Oc1c(N=NC(=S)Nc2ccccc2F)c2ccccc2n1Cc1ccccc1Cl`?
HRas wt GTP: 95.0; Rac1 mut GTP: 93.0; Pf gametocyte: 8.8; ABCG2 inh: -3.1; Rab7 wt modul: 102.0; Avidin fluor: 8; Rab2A wt mod: 97.0; Cdc42 wt GTP: 101.0; ABCB1 inh: -1.0; Rac1 wt modul: 96.0; Mcl1 Noxa PPI: -51.9

What do the screens show for `COc1ccc(CCN(Cc2cc3cccc(C)c3[nH]c2=O)C(=O)NC2CCCCC2)cc1OC`?
HRas wt GTP: 99.0; Rac1 mut GTP: 97.0; Pf gametocyte: 2.0; ABCG2 inh: 0.7; Rab7 wt modul: 98.0; Avidin fluor: 7; Rab2A wt mod: 97.0; Cdc42 wt GTP: 102.0; ABCB1 inh: 0.5; Rac1 wt modul: 102.0; Mcl1 Noxa PPI: 2.7

What do the screens show for `Cc1ccc(OCCn2c(=O)oc3ccc(C)cc32)cc1`?
HRas wt GTP: 94.0; Rac1 mut GTP: 94.0; Pf gametocyte: -23.0; ABCG2 inh: 9.3; Rab7 wt modul: 96.0; Avidin fluor: 7; Rab2A wt mod: 95.0; Cdc42 wt GTP: 93.0; ABCB1 inh: 0.5; Rac1 wt modul: 97.0; Mcl1 Noxa PPI: 19.8

How did CCCCCN(C(=O)NC(=O)Nc1ccccc1C)S(=O)(=O)c1ccccc1 do in these assays?
HRas wt GTP: 101.0; Rac1 mut GTP: 98.0; Pf gametocyte: -20.3; ABCG2 inh: 1.5; Rab7 wt modul: 102.0; Avidin fluor: 8; Rab2A wt mod: 98.0; Cdc42 wt GTP: 100.0; ABCB1 inh: 0.1; Rac1 wt modul: 102.0; Mcl1 Noxa PPI: 11.9

What do the screens show for `CCOC(=O)c1sc(NC(=O)c2ccc(C)s2)cc1C`?
HRas wt GTP: 103.0; Rac1 mut GTP: 101.0; Pf gametocyte: -6.7; ABCG2 inh: 0.9; Rab7 wt modul: 102.0; Avidin fluor: 36; Rab2A wt mod: 101.0; Cdc42 wt GTP: 104.0; ABCB1 inh: 0.1; Rac1 wt modul: 102.0; Mcl1 Noxa PPI: -6.9

How did O=C(CC1C(=O)NC2CCCCC2N1C(=O)c1ccc(F)cc1)Nc1ccccc1 (centres undefined) do in these assays?
HRas wt GTP: 101.0; Rac1 mut GTP: 97.0; ABCG2 inh: 2.9; Rab7 wt modul: 102.0; Avidin fluor: 6; Rab2A wt mod: 101.0; Cdc42 wt GTP: 104.0; ABCB1 inh: 0.4; Rac1 wt modul: 104.0; Mcl1 Noxa PPI: -2.3

What do the screens show for `O=[N+]([O-])c1ccc(S(=O)(=O)NCC2CCCO2)cc1` (centres undefined)?
HRas wt GTP: 100.0; Rac1 mut GTP: 98.0; Pf gametocyte: 5.5; ABCG2 inh: -0.7; Rab7 wt modul: 99.0; Avidin fluor: 2; Rab2A wt mod: 96.0; Cdc42 wt GTP: 99.0; ABCB1 inh: -0.5; Rac1 wt modul: 100.0; Mcl1 Noxa PPI: 20.2

What do the screens show for `Nc1nc(NCCCN2CCOCC2)nc(Nc2ccc(F)cc2)c1[N+](=O)[O-]`?
HRas wt GTP: 103.0; Rac1 mut GTP: 104.0; Pf gametocyte: -1.3; ABCG2 inh: 12.0; Rab7 wt modul: 100.0; Avidin fluor: 2; Rab2A wt mod: 101.0; Cdc42 wt GTP: 102.0; ABCB1 inh: 3.4; Rac1 wt modul: 110.0; Mcl1 Noxa PPI: -2.0

How did Nc1nonc1N1CCCCC1 do in these assays?
HRas wt GTP: 101.0; Rac1 mut GTP: 97.0; Pf gametocyte: -2.1; ABCG2 inh: -0.7; Rab7 wt modul: 98.0; Avidin fluor: 9; Rab2A wt mod: 97.0; Cdc42 wt GTP: 101.0; ABCB1 inh: 0.0; Rac1 wt modul: 103.0; Mcl1 Noxa PPI: -9.1

What do the screens show for `CC(=O)Nc1ccc(NC(=O)CSc2nnc(-c3ccco3)n2Cc2ccco2)cc1`?
HRas wt GTP: 99.0; Rac1 mut GTP: 100.0; ABCG2 inh: -1.0; Rab7 wt modul: 100.0; Avidin fluor: 34; Rab2A wt mod: 98.0; Cdc42 wt GTP: 101.0; ABCB1 inh: -0.3; Rac1 wt modul: 100.0; Mcl1 Noxa PPI: 18.4

How did CC(=O)Nc1ccc(NC(=O)c2ccc(C)c(S(=O)(=O)Nc3cccc(C)c3)c2)cc1 do in these assays?
HRas wt GTP: 95.0; Rac1 mut GTP: 97.0; ABCG2 inh: 1.2; Rab7 wt modul: 95.0; Avidin fluor: 7; Rab2A wt mod: 94.0; Cdc42 wt GTP: 96.0; ABCB1 inh: 0.4; Rac1 wt modul: 98.0; Mcl1 Noxa PPI: 13.2

How did CO[C@@]1(NC(=O)Cc2cccs2)C(=O)N2C(C(=O)O)=C(COC(N)=O)CS[C@@H]21 do in these assays?
HRas wt GTP: 95.0; Rac1 mut GTP: 95.0; ABCG2 inh: 0.0; Rab7 wt modul: 94.0; Avidin fluor: 8; Rab2A wt mod: 96.0; Cdc42 wt GTP: 95.0; ABCB1 inh: -0.3; Rac1 wt modul: 97.0; Mcl1 Noxa PPI: 37.9
